Screens (PubChem)
rad50: NCI yeast anticancer drug screen, S. cerevisiae rad50 strain | % growth inhibition at 50 µM | hit rate 10% among 79,000;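 further: 0% = growth of vehicle-only cultures of the same strain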
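A DNA repair-deficient yeast mutant serves as the test organism; compound-induced growth inhibition is calculated against vehicle-treated cells.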
yeast bub3: NCI yeast anticancer drug screen, S. cerevisiae bub3 mutant strain; % growth inhibition at 50 µM; hit rate 9.9% among 78,000;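 further: 0% = growth of vehicle-only cultures of the same strain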
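Screening used yeast with an engineered genetic alteration affecting cell cycle control. Compound-exposed cultures were compared with vehicle cultures, and reduced growth was taken as inhibition.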
mlh1 rad18: NCI yeast anticancer drug screen, S. cerevisiae mlh1 rad18 strain. hit rate 11% among 79,000. AID 175, 2004. growth inhibition, % at 50 µM;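 further: 0% = growth of vehicle-only cultures of the same strain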
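Read-out is yeast growth inhibition, calculated against vehicle-only controls. The compound was applied to a strain engineered with DNA damage repair alterations.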
yeast mec2-1: NCI yeast anticancer drug screen, S. cerevisiae mec2-1 strain. hit rate 9% among 79,000. % growth inhibition at 50 µM;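 further: 0% = growth of vehicle-only cultures of the same strain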
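Using mec2-1 yeast: add compound, measure growth, express inhibition versus vehicle-treated cultures.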
sgs1 mgt1: NCI yeast anticancer drug screen, S. cerevisiae sgs1 mgt1 strain; growth inhibition, % at 50 µM; hit rate 10% among 78,000;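 further: 0% = growth of vehicle-only cultures of the same strain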
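This yeast growth screen uses a strain with defined DNA-repair lesions; compound-treated growth is compared with vehicle-treated growth.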
cln2 rad14: NCI yeast anticancer drug screen, S. cerevisiae cln2 rad14 strain | % growth inhibition at 50 µM | hit rate 8.3% among 78,000 | AID 165, 2004;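 further: 0% = growth of vehicle-only cultures of the same strain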
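Compounds are applied to the cln2 rad14 yeast strain, and growth is then compared with that of vehicle-treated cultures to give inhibition.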
* = called active by the depositor. No stated cut-off is given here; in the data, active means growth inhibition above about 70%; inactive means the rest.

Preview, 17 compounds:
SMILES	rad50	yeast bub3	mlh1 rad18	yeast mec2-1	sgs1 mgt1	cln2 rad14
Cc1ccc(N2C(=O)CC3(CCCC3)C2=O)cc1Cl	15	5	22	-2	-6	6
C=C(C)C1Cc2c(cc(O)c3c(=O)c4c(oc23)C(O)Oc2cc(OC)c(OC)cc2-4)O1 (centres undefined)	9	3	17	-1	1	-4
COc1cc(NC(C)=O)c2[nH]c3c(C)cc(NC(C)=O)c(C)c3c2c1	-26	-28	-57	-55	-67	-34
CN(Nc1ccc(Cl)cc1)c1ccc(Cl)cc1	73*	77*	75*	64	79*	53
Cc1ccccc1NCc1ccccc1[N+](=O)[O-]	24	-15	19	11	15	-29
CN1C(=O)c2ccc3c4ccc5c(=O)n6c7ccccc7nc6c6ccc(c7ccc(c2c37)C1=O)c4c56	-6	-8	7	-1	-16	-32
O=C(c1ccccc1)C(Br)C(Br)c1ccc([N+](=O)[O-])cc1 (centres undefined)	15	-2	22	40	31	24
CC(C)(C)C(=O)C(C(=O)C(C)(C)C)C(=O)C(C)(C)C	12	16	-11	-8	21	16
Cc1ccccc1-n1c(C)nc(-c2ccccc2)cc1=O	-23	-9	3	-47	-5	16
COc1cc(C2SCC(=O)N2c2ccc(-n3c(-c4ccccc4)nc4ccccc4c3=O)cc2)cc(OC)c1OC (centres undefined)	-17	8	4	-9	-4	-8
CCCCS(=O)(=O)c1ccc(Cl)cc1	-3	-4	22	-14	-4	-16
CC12CC(=O)C3C(CCC4CC(OS(=O)(=O)O)CCC43C)C1CC1OC(=O)C=C12 (centres undefined)	18	-1	26	-9	-6	16
Cc1ccc(N=Nc2c(C)nn(-c3ccccc3)c2C)c(Br)c1	27	19	39	11	48	4
CC(C)(C)c1cc(=O)[nH]c(NC(N)=O)n1	21	-5	-5	-8	-12	-16
CC1=NC(C)(C)N(O)C1(C)C	-22	-9	-54	-4	-3	-1
COC(=O)C1(CCC(C)=O)CCC(C)C1=O (centres undefined)	3	-20	-10	-4	1	0
O=C(COc1cccc(Cl)c1)NCc1ccc([N+](=O)[O-])cc1	-18	-5	-31	7	10	28

Results, from the start:
SMILES	rad50	yeast bub3	mlh1 rad18	yeast mec2-1	sgs1 mgt1	cln2 rad14
Cc1ccc(N2C(=O)CC3(CCCC3)C2=O)cc1Cl	15	5	22	-2	-6	6
C=C(C)C1Cc2c(cc(O)c3c(=O)c4c(oc23)C(O)Oc2cc(OC)c(OC)cc2-4)O1 (centres undefined)	9	3	17	-1	1	-4
COc1cc(NC(C)=O)c2[nH]c3c(C)cc(NC(C)=O)c(C)c3c2c1	-26	-28	-57	-55	-67	-34
CN(Nc1ccc(Cl)cc1)c1ccc(Cl)cc1	73*	77*	75*	64	79*	53
Cc1ccccc1NCc1ccccc1[N+](=O)[O-]	24	-15	19	11	15	-29
CN1C(=O)c2ccc3c4ccc5c(=O)n6c7ccccc7nc6c6ccc(c7ccc(c2c37)C1=O)c4c56	-6	-8	7	-1	-16	-32
O=C(c1ccccc1)C(Br)C(Br)c1ccc([N+](=O)[O-])cc1 (centres undefined)	15	-2	22	40	31	24
CC(C)(C)C(=O)C(C(=O)C(C)(C)C)C(=O)C(C)(C)C	12	16	-11	-8	21	16
Cc1ccccc1-n1c(C)nc(-c2ccccc2)cc1=O	-23	-9	3	-47	-5	16
COc1cc(C2SCC(=O)N2c2ccc(-n3c(-c4ccccc4)nc4ccccc4c3=O)cc2)cc(OC)c1OC (centres undefined)	-17	8	4	-9	-4	-8
CCCCS(=O)(=O)c1ccc(Cl)cc1	-3	-4	22	-14	-4	-16
CC12CC(=O)C3C(CCC4CC(OS(=O)(=O)O)CCC43C)C1CC1OC(=O)C=C12 (centres undefined)	18	-1	26	-9	-6	16
Cc1ccc(N=Nc2c(C)nn(-c3ccccc3)c2C)c(Br)c1	27	19	39	11	48	4
CC(C)(C)c1cc(=O)[nH]c(NC(N)=O)n1	21	-5	-5	-8	-12	-16
CC1=NC(C)(C)N(O)C1(C)C	-22	-9	-54	-4	-3	-1
COC(=O)C1(CCC(C)=O)CCC(C)C1=O (centres undefined)	3	-20	-10	-4	1	0
O=C(COc1cccc(Cl)c1)NCc1ccc([N+](=O)[O-])cc1	-18	-5	-31	7	10	28
COc1ccc(COC(=O)Nc2ccc(Br)cc2)cc1	-2	35	17	50	20	-13
CC1=CC(C2/C(=N/O)C=C(C)CC2(C)C)C(O)C(C)(C)C1 (centres undefined)	99*	98*	99*	98*	99*	98*
CC(C)C1N(N2C(=O)CS(=O)(=O)C2C(C)C)C(=O)CS1(=O)=O (centres undefined)	3	-9	24	-15	-7	7
O=C1C(N=Nc2ccc(S(=O)(=O)Nc3ccccn3)cc2)C(=O)N(c2ccccc2)C(=S)N1c1ccccc1	9	-1	24	6	8	18
Cc1ccc(C(=O)/C=C\c2ccc(Cl)c(Cl)c2)cc1	-15	36	6	-6	23	-6
O=S1(=O)C(c2cccc(C(F)(F)F)c2)=C(O)c2cc3ccccc3nc21	48	-5	19	21	49	33
COc1cc2c(c(-c3c(O)c(OC)cc4c3CN(C)CC4)c1O)CN(C)CC2	41	24	4	4	-1	-6
CCCCCCC1CCCCN1 (centres undefined)	-3	-24	-11	-9	-17	-29
Cc1nc2ccc(N=NN(C)C)cc2[nH]1	84*	88*	89*	91*	89*	88*
CCOC(=O)c1[nH]n(-c2ccccc2)c(=O)c1/C=N/C(=S)Nc1ccccc1OC	0	10	-16	-32	-18	45
O=C(Nc1nc2ncn(CCO)c2c(=O)[nH]1)c1ccccc1	15	30	25	-10	6	15
Cc1cccc(Cl)c1NC1=NCCN1C(=O)CC(=O)c1ccccc1	54	2	33	-9	1	13
O=c1cc(C=Nc2cccc(Br)c2)[nH]c(=S)[nH]1	-4	-10	-10	-17	-15	-25
c1cnc2ncncc2n1	-3	14	12	32	-9	29
CCOC(=O)C1=C(c2ccccc2)N=c2ccccc2=S1C (centres undefined)	7	5	20	-2	18	-3
CC(=O)Nc1ccc2c(c1)Cc1c(F)cc(F)cc1-2	36	22	40	-9	20	16
CC(=O)c1ccc(C(=O)c2cccnc2)cc1	-17	-15	7	-9	0	-49
COC(=O)c1ccccc1/C=C1\Cc2ccc3c(c2C1=O)CCC3	-16	10	-22	-7	-16	-41
CCOC(=O)c1sc(SC)nc1NC(=O)c1ccccc1	-18	-3	-33	-9	-5	3
CCOC(=O)C(=O)C1CC(c2ccccc2)=NNC1=O (centres undefined)	23	31	26	26	13	23
COc1ccc2c(c1)OC[C@@H]1c3cc(NC(=O)c4ccccc4)c(OC)cc3N(S(=O)(=O)c3ccccc3)[C@H]21	-23	2	-2	-6	-18	-3
COc1cc2oc(-c3ccc(O)cc3)cc(=O)c2c(OC)c1OC	-4	18	12	-6	-2	-27
COc1ccc(-c2cscc2N)cc1	67	92*	89*	87*	52	46
O=c1c2ccccc2c2sc3c4ccccc4c(=O)c3c12	-8	16	6	-5	0	-46
Cc1cc2c(C)nn(Cc3ccccc3)c2c(C(=O)O)c1C	11	10	27	7	1	3
CCOC(=S)SC1OC(COC(C)=O)C(OC(C)=O)C(OC(C)=O)C1OC(C)=O (centres undefined)	58	17	11	11	55	46
CCCCCCC(OCCC)OCCC	36	0	38	-16	5	74*
O=P(c1ccccc1)(c1ccccc1)N1CC1c1ccccc1 (centres undefined)	9	5	10	13	3	-3
C=CCCCCCCCCC(=O)NCC1CC1	-11	-28	-5	-7	2	-45
C1CCCCCC2=C(CCCC1)CCCO2	7	10	0	-8	2	-19
CCN1/C(=C/C2=C([O-])C(=C\c3ccc4ccccc4[n+]3CC)/C2=O)C=Cc2ccccc21	-20	-7	-28	-21	-26	13
CN1c2ccccc2C2=C(c3ccccc3)CC[C@@H](C(=O)N3C4CC5CC[C@@]4(CS3(=O)=O)C5(C)C)[C@@H]21 (some centres undefined)	-15	-9	32	-6	21	10
O=C(O)c1ccccc1C(=O)c1ccc2c(c1)Cc1ccccc1-2	69	43	76*	41	45	75*
O=C(Nc1ccc(Br)cc1)C(=O)C(C(=O)c1ccc(Cl)c(Cl)c1)C1OC(=O)c2ccccc21 (centres undefined)	59	47	37	42	37	64
Cc1ccccc1N(CC1CO1)CC1CO1 (centres undefined)	10	-1	-3	-18	-21	-19
CC1(C)CC[C@]2(C(=O)O)[C@H](O)C[C@]3(C)C(=CC[C@@H]4[C@@]5(C)CC[C@H](OC6OCC(O)C(O)C6OC6OCC(O)C(O)C6OC6OCC(O)C(O)C6O)C(C)(C)[C@@H]5CC[C@]43C)[C@@H]2C1 (some centres undefined)	52	49	52	57	-13	54
COc1cccc(C2c3cc4c(cc3OC(N3CCCC3)C2C)OCO4)c1OC (centres undefined)	25	11	30	18	-10	1
O=C(O)/C=C/n1c2ccccc2c(=O)c2ccccc21	-10	-8	-15	-14	-21	9
COC(=O)CSC(C)c1ccccc1 (centres undefined)	0	-8	-20	-6	-1	-3
CN(C)C(=S)SCC(=O)O	12	2	4	-3	7	-15
Cc1ccc2c(c1)NCCN2	7	11	38	17	6	13
O=C(Nc1ncnc2c1ncn2C1OC(COC(=O)c2ccccc2)C(OC(=O)c2ccccc2)C1OC(=O)c1ccccc1)c1ccccc1 (centres undefined)	5	4	35	16	-1	11
CC1=CC(=Nc2ccc(N(C)C)cc2)C=C(C)C1=O	-14	20	-12	-21	-5	-38

Following part
SMILES	rad50	yeast bub3	mlh1 rad18	yeast mec2-1	sgs1 mgt1	cln2 rad14
O=S1OC(c2ccccc2)C(c2ccccc2)O1 (centres undefined)	-2	-1	-8	-10	-5	12
CCC(C)C(N=C1N=CNC2=NC=NC12)C(=O)O (centres undefined)	0	-11	-4	-28	-3	6
O=C(C(c1ccccc1)C(C(=O)N(Cc1ccccc1)Cc1ccccc1)c1ccccc1)N(Cc1ccccc1)Cc1ccccc1 (centres undefined)	-45	-1	28	7	-19	-14
O=[N+]([O-])c1ccc2nc(Cl)n[n+]([O-])c2c1	89*	91*	92*	93*	91*	89*
Cc1ccc(NC(=O)/C(CC2N=c3c(ccc4c(O)c5ccccc5c(O)c34)=NC2O)=N/NC(C)(C)C)cc1 (centres undefined)	78*	34	27	1	0	-20
CNC(c1ccncc1)C(NC)c1ccncc1 (centres undefined)	2	-32	-27	-14	-10	-11
Clc1ccccc1Cc1cccs1	17	-19	-10	-8	-10	-15
COc1cc(C(=O)NC(=S)Nc2ccc(C)c(F)c2)cc(OC)c1OC	-23	30	6	0	33	-11
N#CC(C#N)C1c2ccccc2Oc2ccccc21	7	-5	-14	-9	-4	-12
O=C(Nc1cccc([N+](=O)[O-])c1)C1C(=O)N(c2cccc([N+](=O)[O-])c2)C(=O)/C1=N/O (centres undefined)	-17	0	-4	-7	-25	-50
Cc1ccc(/C=C/C(=O)c2c([O-])on[n+]2-c2ccccc2)cc1	3	5	-5	-8	22	15

Outcome played no part in choosing rows; overall some 14% were active at least once.
